Source: PubChem
PGC1a acetyl inh: lowers PGC1a acetylation signal in U2OS cells; AlphaScreen anti-acetyl-lysine; with virally co-expressed GCN5 acetyltransferase; inhibition, % at 15.6 µM; 350,000 compounds, 0.17% hits; AID 651687;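 active means every replicate shows inhibition of at least 40%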;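 further: 0% = neutral control wells and 100% = positive control wells; some results beyond the cut were filed as inactive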
Cneo AK release: causes C. neoformans cell lysis; adenylate kinase release luminescence, 4 h; normalised: neutral wells 0, clomiphene wells 100; lysis activity, % at 15 µM; 360,000 compounds, 0.2% hits;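 active means mean lysis activity across replicates of at least 80%, whatever share of replicates individually reach that level; inactive means mean lysis activity below 80%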
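Material – Cryptococcus neoformans yeast cells · Quantity – 5 × 10^6 yeast cells/mL · Buffer or medium – YPD medium · Compound – single dose · Timing – 4 h static compound exposure, 37 °C, read 1 h post-reagent · Signal – adenylate kinase release luminescence · Read-out basis – lysis from increased AK signal · Benchmarks – Clomiphene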
C2C12 statin: suppressors of simvastatin-induced myotoxicity in C2C12 myotubes; rescue of ATP level, % at 7.49 µM; ATP luminescence, 48 h; scaled: DMSO 0, geranylgeraniol control 100; 330,000 compounds, 0.78% hits; AID 602340;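 active means mean ATP rescue above about 67%, or every replicate alone reaching that limit, limit read from the data, passing the limit was not always enough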;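 further: myotubes were challenged with 10 µM simvastatin during compound exposure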
S100A4 MyoIIA: inhibitors of human S100A4 binding to myosin IIA peptide; P26447; S100A4/TAMRA-MyoIIA peptide fluorescence polarization; inhibition, % at 10.7 µM; 360,000 compounds, 0.14% hits; AID 652163;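 active means mean inhibition of at least 70% across replicates, with every replicate also reaching that level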
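System – human S100A4 monomer protein, biochemical binding assay · Buffer or medium – Calcium-containing HEPES buffer, pH 7.2 · Timing – 5 min between mix addition and reading · Also added – TAMRA-labelled myosin IIA heavy-chain peptide probe, 5 nM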
XiGFP reactiv: X-chromosome reactivation activator; XiGFP mouse fibroblasts, % GFP-positive cells imaging, 3 d; cells co-treated with 5-aza-dC sensitizer; scaled so ellipticine positive control = 100%; activation, % at 7.58 µM; 360,000 compounds, 0.055% hits; AID 743238;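 active means mean normalized replicate activation at least 10% and every replicate at or above 10%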;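 further: 0% = median of on-plate neutral control wells and 100% = ellipticine 6 µM median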
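System: 68-5-11 XiGFP fibroblast line; Timing: 3 days compound exposure; Compound dosing: one concentration, pinned; Benchmarks: positive control ellipticine, 6 µM final; Buffer or medium: DMEM containing 5-aza-dC.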
ERAP1 HTS inh: inhibitors of human ERAP1 aminopeptidase | recombinant ERAP1, Leu-AMC fluorescence, 60 min | inhibition, % at 10.7 µM | 340,000 compounds, 0.15% hits | AID 652197 | Q9NZ08;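 active means mean replicate inhibition of at least 30%, or all replicates individually reaching that 30% level; inactive means mean below 30% and not every replicate reaching it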;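 further: 0% = neutral control wells and 100% = L-leucinethiol positive control wells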
* = called active by the depositor; . = no result given.

SMILES	PGC1a acetyl inh	Cneo AK release	C2C12 statin	S100A4 MyoIIA	XiGFP reactiv	ERAP1 HTS inh
O=c1c(O[C@@H]2O[C@H](CO)C(O)C2O)c(-c2ccc(O)c(O)c2)oc2cc(O)cc(O)c12 (stereo not given in full)	11.3	0.3	.	.	.	.
C[C@H]1c2cccc(O)c2C(O)=C2C(=O)[C@]3(O)C(O)=C(C(N)=O)C(=O)[C@@H](N(C)C)[C@@H]3[C@@H](O)[C@@H]21	5.6	-1.2	6.3	.	.	.
CN1CCN(c2c(F)cc3c(=O)c(C(=O)O)cn4c3c2SCC4)CC1	5.5	-0.9	3.6	.	.	.
COc1ccc(Sc2ccc(NC(=O)c3ccccc3Cl)cc2C#N)cc1	-11.9	2.0	-33.2	.	.	.
Cc1cc(O)c2c(c1)C(=O)c1cccc(O)c1C2=O	.	.	.	6.6	0.0	-2.0

Entries shown so far that have a carbonyl joined to an NH by a bond outside any ring, in the order listed:
SMILES	PGC1a acetyl inh	Cneo AK release	C2C12 statin	S100A4 MyoIIA	XiGFP reactiv	ERAP1 HTS inh
C[C@H]1c2cccc(O)c2C(O)=C2C(=O)[C@]3(O)C(O)=C(C(N)=O)C(=O)[C@@H](N(C)C)[C@@H]3[C@@H](O)[C@@H]21	5.6	-1.2	6.3	.	.	.
COc1ccc(Sc2ccc(NC(=O)c3ccccc3Cl)cc2C#N)cc1	-11.9	2.0	-33.2	.	.	.

Full records, quoted from the list:
Results for `CN1CCN(c2c(F)cc3c(=O)c(C(=O)O)cn4c3c2SCC4)CC1` → PGC1a acetyl inh = 5.5; Cneo AK release = -0.9; C2C12 statin = 3.6; S100A4 MyoIIA = .; XiGFP reactiv = .; ERAP1 HTS inh = .
Results for `Cc1cc(O)c2c(c1)C(=O)c1cccc(O)c1C2=O` → PGC1a acetyl inh = .; Cneo AK release = .; C2C12 statin = .; S100A4 MyoIIA = 6.6; XiGFP reactiv = 0.0; ERAP1 HTS inh = -2.0

Some of the compounds tested; the hit share may differ from the screen's.
